Tb MetRS inh: T. brucei MetRS inhibitors, primary screen, biochemical, luminescence; purified T. brucei MetRS, ATP depletion, Kinase-Glo luminescence; actives 0.4% (n = 360,000); methionyl-tRNA synthetase (Trypanosoma brucei brucei); inhibition, % at 11.9 µM;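 active = inhibition above a per-plate cutoff of the control wells' mean inhibition plus 3 SD, cut at about 5.5% in these data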;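 also: 0% = DMSO wells median and 100% = median of wells with control inhibitor compound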
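Material: parasite MetRS enzyme / Replication: singlicate, one well per compound / Signal: luminescence of leftover ATP / Schedule: 2 h aminoacylation at 25 °C after 15 min preincubation / Medium: HEPES-MgCl2-KCl buffer plus DTT, spermine, BSA, pyrophosphatase / Doses: 11.9 µM single point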
SUMO1-SIM PPI: modulators of SUMO1 protein-protein interactions, primary screen, biochemical, uHTS; Small ubiquitin-related modifier 1 (Homo sapiens), P63165; SUMO1 binding to a labelled peptide, TR-FRET, 1 h; inhibition, % at 20 µM; actives 0.33% (n = 360,000); in the data active = inhibition above about 37%
Target sequence (P63165 whole entry, looked up): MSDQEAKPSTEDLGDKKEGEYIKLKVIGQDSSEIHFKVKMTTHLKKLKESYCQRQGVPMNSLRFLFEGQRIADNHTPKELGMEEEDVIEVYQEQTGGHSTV
STEP block: STEP phosphatase inhibitors, primary screen, biochemical, fluorescence intensity, uHTS; Tyrosine-protein phosphatase non-receptor type 5 (Homo sapiens), P54829; recombinant STEP, OMFP fluorogenic substrate; inhibition, % at 20 µM; actives 0.25% (n = 360,000);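 active = inhibition at 20 µM, scaled per plate between control wells, above about 37%, limit read from the data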;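 also: 0% = DMSO with enzyme and substrate and 100% = substrate only without enzyme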
Target sequence (P54829 whole entry, looked up): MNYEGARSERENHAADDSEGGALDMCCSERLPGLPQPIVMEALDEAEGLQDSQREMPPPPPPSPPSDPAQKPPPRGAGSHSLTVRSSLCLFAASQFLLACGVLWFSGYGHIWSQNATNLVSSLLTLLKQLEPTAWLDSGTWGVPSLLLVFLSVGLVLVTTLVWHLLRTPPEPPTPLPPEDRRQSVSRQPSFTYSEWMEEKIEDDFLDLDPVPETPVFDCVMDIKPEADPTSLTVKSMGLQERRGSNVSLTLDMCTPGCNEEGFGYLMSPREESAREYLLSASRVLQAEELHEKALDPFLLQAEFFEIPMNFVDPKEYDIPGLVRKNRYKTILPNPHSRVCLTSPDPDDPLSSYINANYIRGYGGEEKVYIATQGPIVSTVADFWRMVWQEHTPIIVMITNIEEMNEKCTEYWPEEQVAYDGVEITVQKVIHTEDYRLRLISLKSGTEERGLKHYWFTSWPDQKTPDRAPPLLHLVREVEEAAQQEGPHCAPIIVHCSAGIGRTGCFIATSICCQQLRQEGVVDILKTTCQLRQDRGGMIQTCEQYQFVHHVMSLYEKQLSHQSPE
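material = STEP tyrosine phosphatase | reagent = fluorogenic phosphatase substrate OMFP at 25 µM final | doses = single compound dose of 20 µM, 1% DMSO final | schedule = 20 min reaction, room temperature, in the dark | measured by = fluorescence, 480/540 nm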
Neddylation inh: inhibitors of cullin neddylation, primary screen, biochemical, TR-FRET, uHTS, NAE and Ubc12 | NEDD8-conjugating enzyme Ubc12 (Homo sapiens) + NEDD8-activating enzyme E1 regulatory … | actives 0.58% (n = 360,000) | calls only at 25 µM; in the data active = inhibition above about 36%
SKN-1 block: suppressors of acrylamide-induced Pgst-4::GFP reporter in worms, primary screen, SKN-1 inhibitor project, whole organism, uHTS, GFP/RFP fluorescence ratio, strain VP596; C. elegans VP596 Pgst-4::GFP/RFP ratio, 24 h; inhibition, % at 21.8 µM; actives 0.49% (n = 360,000);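 active = interference check ratio from 0.5 to 1.5 plus GFP to RFP signal ratio inhibition reaching or exceeding a fixed threshold, cut at about 30% in these data, passing the limit was not always enough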; also: some compounds called inactive have numbers as strong as hits
LMPTP block: LMPTP phosphatase inhibitors, primary screen, biochemical, fluorescence intensity, uHTS; AID 651560, 2012; Low molecular weight phosphotyrosine protein phosphatase (Homo sapiens), P24666; recombinant LMPTP-A, OMFP fluorogenic substrate; inhibition, % at 20 µM; actives 0.22% (n = 360,000);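 active = compounds that cut the enzyme signal by at least half of the control window in the single-dose screen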;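 also: plate controls were DMSO wells with enzyme plus substrate for no effect and substrate without enzyme for full effect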
Target sequence (P24666 whole entry, looked up): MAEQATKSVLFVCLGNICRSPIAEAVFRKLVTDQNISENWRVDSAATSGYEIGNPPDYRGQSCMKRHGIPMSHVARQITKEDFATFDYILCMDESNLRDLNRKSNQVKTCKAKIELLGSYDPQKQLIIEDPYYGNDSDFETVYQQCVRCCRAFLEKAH
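Test system – LMPTP-A enzyme · Amount – LMPTP-A at 0.625 nM final in the reaction · Buffer or medium – Bis-Tris pH 6.0, DTT, detergent · Reagent – OMFP 400 µM · Doses – single 20 µM dose · Schedule – reaction 50 min, room temperature, dark · Detection – fluorescence intensity of OMFP turnover product · Evaluation – percent inhibition versus substrate-only and uninhibited controls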
NRP1-CendR mod: modulators of CendR peptide binding to NRP-1, primary screen, biochemical, fluorescence polarization, uHTS. Neuropilin-1 (Homo sapiens), O14786. inhibition, % at 25 µM. FAM-RPARPAR peptide binding to NRP-1. actives 0.85% (n = 360,000);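 active = inhibition or corrected inhibition above about 18%, plus a signal ratio from 0.5 to 1.5, limit read from the data, passing the limit was not always enough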; also: strong numbers were not always called active
Scp1 inh: Scp-1 phosphatase inhibitors, primary screen, biochemical, colorimetric, uHTS; inhibition, % at 20 µM; Carboxy-terminal domain RNA polymerase II polypeptide A small phosphatase 1 (Homo …; actives 0.88% (n = 340,000); Recombinant Scp1, phosphopeptide, malachite green phosphate absorbance;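 active = inhibition above about 50% at 20 µM, limit read from the data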;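 also: plate controls were DMSO wells with enzyme for no effect and wells lacking enzyme for full effect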
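Times: enzyme reaction 45 min at room temperature, colour 5 min, stabilisation 30 min. Material: SCP-1 catalytic fragment, aa 76-261. Medium: Acidic Tris acetate buffer with magnesium and detergent. Signal: colorimetric free-phosphate detection, absorbance 630 nm. Read-out basis: % inhibition of SCP-1 phosphate liberation. Reagent: Phosphorylated 17-residue peptide substrate.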
DNMT1 inh: human DNMT1 methyltransferase inhibitors, primary screen, biochemical, molecular beacon, fluorescence, HinP1I cleavage, uHTS | inhibition (reported as % activation of signal), % at 10 µM | DNA (cytosine-5)-methyltransferase 1 (Homo sapiens), P26358 | actives 0.83% (n = 360,000); in the data active = inhibition above about 50%
NadD inh: inhibitors of S. aureus NadD, primary screen, biochemical, colorimetric, uHTS; Nicotinate-nucleotide adenylyltransferase NadD (Staphylococcus aureus N315); purified NadD enzyme, colorimetric absorbance read-out; inhibition, % at 20 µM; actives 0.78% (n = 360,000); AID 602399, 2012; in the data active = inhibition above about 26%; also: some compounds past the cut are filed as inactive
The depositor's hits bear a star; i = inactive.

No.	Scp1 inh	SKN-1 block	Tb MetRS inh	DNMT1 inh	SUMO1-SIM PPI	LMPTP block	structure	NRP1-CendR mod	NadD inh	Neddylation inh	STEP block
1	-5	-3	0.6	7	6	9.6	CCOC(=O)Cc1cnc(NC(=O)CSc2nc3ncnc(N)c3[nH]2)s1	-21	-3	i	-2
2	0	7	-0.1	-7	-22	0.4	Cc1nn(-c2nnc(NC3CCCCC3)nn2)c(C)c1Br	0	0	i	1
3	3	0	0.5	0	3	-0.7	O=C(CCc1ccccc1)NNC(=O)C1CCCCC1	-16	0	i	0
4	-3	0	0.4	-1	-12	0.2	O=S(=O)(NCc1csc(-c2cccs2)n1)c1ccccc1	-2	-1	i	-2
5	-5	10	-1.0	-7	-10	1.2	COC(=O)c1cc(-c2ccccc2)sc1N	-3	2	i	2
6	5	-25	-0.1	2	-1	-0.4	CC(C)Oc1ccc(-c2cc(=O)[nH]c(=O)[nH]2)cc1	0	-1	i	6
7	-5	9	-0.1	8	0	5.2	CCCCCCCCCOC(=O)C1N2C(=O)[C@@H](NC(=O)COc3ccccc3)[C@H]2SC1(C)C (stereo partly drawn)	22*	28	i	4
8	3	-1	-0.2	16	-19	0.2	COC1=C(Nc2ccc(OC)cc2)C(=O)C(OC)=C(Nc2ccc(OC)cc2)C1=O	10	4	i	5
9	-10	-5	0.1	1	-4	-3.4	CCOC(=O)Cc1csc(SCC(=O)Nc2cccc(C#N)c2)n1	0	-8	i	0
10	-5	6	-0.1	-1	-9	0.9	COc1ccc(CCNC(=O)c2coc3ccccc3c2=O)cc1OC	-43	-3	i	0
11	-5	8	0.2	2	-2	-0.5	CC(=Nc1ccccc1)C1=C(O)CC(C)(C)CC1=O	-1	-3	i	1
12	5	1	-0.7	1	-3	-0.5	COc1ccccc1OCC(=O)NCc1cccs1	-6	-4	i	0
13	-4	1	0.6	1	1	-0.2	CC(=O)n1nc2nc(C)cc(C)c2c1N	4	9	i	-1
14	6	16	-0.5	4	3	0.2	CC(C)C(NC(=O)C1CCCCC1)C(=O)NC1=NCCS1 (stereo not drawn)	4	-2	i	0
15	-2	14	-0.3	3	4	-0.5	COc1ccccc1NC(=O)C(=O)NCCCN1CCCC1=O	2	0	i	1
16	-7	3	0.0	0	1	-0.4	CCOc1ccc(NC(=O)C(=O)NCCN2CCN(C(=O)c3ccc(C)cc3)CC2)cc1	8	-4	i	2
17	0	5	0.2	4	7	-0.5	CCOC(=O)C1=C(COC(=O)[C@@H](NC(=O)c2cccc(C)c2)C(C)C)NC(=O)NC1C (stereo partly drawn)	16	0	i	2
18	-3	6	-0.1	3	1	-1.0	Cc1cccc(C)c1OCC(O)CN1CCN(c2ccccn2)CC1 (stereo not drawn)	4	-6	i	-2
19	-10	-10	-0.9	2	2	0.6	COc1ccc(C2CC(c3ccccc3)=NN2C(=O)CSc2ncn[nH]2)cc1 (stereo not drawn)	6	4	i	3
20	-3	16	1.0	3	2	-4.1	Oc1ccc(/C=N/n2c(-c3ccccc3)n[nH]c2=S)cc1Br	1	4	i	-4
21	-1	-2	-1.1	4	-3	-1.5	N#CCC(=O)Nc1ccc(C(=O)NCc2ccccn2)cc1	-4	3	i	-2
22	-4	-2	0.0	3	-4	-0.4	COc1ccc(C(=O)Oc2ccc3c(C)cc(=O)oc3c2C(C)=O)cc1	-7	-7	i	1
23	2	0	0.0	61*	8	0.2	O=C1CN(c2nc(-c3ccccc3)c3ccccc3n2)c2ccccc2N1	-4	1	i	-2
24	-9	-1	-0.3	-1	-3	1.0	COCCN(C(=O)C1CC1)c1nnc(-c2cccc(C)c2)s1	3	8	i	1
25	-9	7	1.5	-4	19	1.0	O=C(Nc1cccc(S(=O)(=O)Nc2ccc(Cl)cc2)c1)c1ccc(Cl)nc1	5	-1	i	-3
26	-3	-4	-0.3	-2	-1	-2.0	CCOc1ccc(NC(=O)c2cccnc2C(=O)O)cc1	8	-3	i	-2
27	-7	10	-0.6	3	-29	-0.3	CCOc1ccc(-c2c(=O)n(OCC)c3ccccc3[n+]2[O-])cc1	9	-7	i	-1
28	-3	10	0.1	-5	-17	-1.0	COC(=O)c1ccccc1N=Nc1c(N)[nH][nH]c1=O	2	5	i	1
29	-7	-14	-1.0	2	5	0.7	Cc1cc(-c2ccccc2C(=O)NC2CCCCC2)on1	-2	-1	i	-3
30	-6	3	-0.2	-10	-72	-8.4	COc1ccc(CC(=O)N(Cc2ccccc2)c2ccc(C)cc2)cc1S(=O)(=O)N1CCOCC1	-5	0	i	6
31	-1	-8	0.4	0	2	-1.2	CCC(CC)C(=O)c1c[nH]c(C(=O)NCc2ccccc2OC)c1	0	-4	i	4
32	-1	-4	-0.7	-1	-1	-0.8	CCC(=O)Nc1cccc(NC(=O)c2ccc(Br)cc2)c1	4	-20	i	-3
33	7	-11	-0.2	0	0	-0.7	C=CCOC(=O)c1ccccc1C(=O)OCC=C	-8	-4	i	1
34	-5	0	-0.3	-3	4	0.6	CCCCCc1nnc(NC(=O)c2cccc(S(=O)(=O)N3CCOCC3)c2)s1	-12	-1	i	1
35	-5	12	-0.6	5	-1	0.8	CC1CCN(S(=O)(=O)c2ccc(C(=O)OCc3ccc4c(c3)OCO4)cc2)CC1	-2	-1	i	-1
36	-16	3	-0.6	-18	-14	3.3	CCOc1ccc(NC2=C(OC)C(=O)c3ccccc3C2=O)cc1	12	-5	i	4
37	8	19	-0.2	5	6	-1.3	O=P(c1ccccc1)(c1ccccc1)C(c1ccccn1)P(=O)(c1ccccc1)c1ccccc1	1	2	i	-1
38	5	-10	-1.0	1	-1	-1.5	COc1cccc(C2C(C(=O)c3ccco3)=C(O)C(=O)N2CCCN2CCOCC2)c1OC (stereo not drawn)	13	-2	i	-2
39	1	-15	-0.9	0	1	-0.2	Cn1cccc1C(=O)OCC(=O)NC1CCS(=O)(=O)C1 (stereo not drawn)	12	-8	i	-1
40	1	10	-0.9	6	0	-2.9	Nc1ncnc2c1ncn2[C@@H]1O[C@H](CN2CCCS2(=O)=O)[C@@H](O)[C@H]1O	0	-1	i	-1
41	-5	6	-0.7	60*	-1	-0.4	Cc1cccc(NCc2ccc(N(C)C)cc2)n1	-7	-7	i	-2
42	-1	-4	-0.3	-2	2	-0.6	Cc1ccc(/C=N/n2c(C)cc(C)c(C#N)c2=O)cc1	7	4	i	-4
43	1	0	0.0	-2	-3	0.4	CCS(=O)(=O)N1CCC(C(=O)Oc2ccc(C(=O)OC)cc2)CC1	7	6	i	-1
44	11	3	-0.5	2	2	-1.5	CCOC(=O)C(=O)N1CCC(C(=O)OCC)CC1	1	-3	i	0
45	-6	-16	-0.9	0	1	-0.3	COc1ccc(C(=O)Nc2ncc3c(n2)-c2ccccc2CC3)cc1	-6	3	i	2

Full records as entered above. Values in the order: Scp1 inh, SKN-1 block, Tb MetRS inh, DNMT1 inh, SUMO1-SIM PPI, LMPTP block, NRP1-CendR mod, NadD inh, Neddylation inh, STEP block
CCOC(=O)C(=O)N1CCC(C(=O)OCC)CC1 is listed with 11, 3, -0.5, 2, 2, -1.5, 1, -3, i, 0
Cc1ccc(/C=N/n2c(C)cc(C)c(C#N)c2=O)cc1 is listed with -1, -4, -0.3, -2, 2, -0.6, 7, 4, i, -4

Exported screen by screen: part of the list above.
[36] CCOc1ccc(NC2=C(OC)C(=O)c3ccccc3C2=O)cc1
[37] O=P(c1ccccc1)(c1ccccc1)C(c1ccccn1)P(=O)(c1ccccc1)c1ccccc1
[38] COc1cccc(C2C(C(=O)c3ccco3)=C(O)C(=O)N2CCCN2CCOCC2)c1OC (stereo not drawn)
[39] Cn1cccc1C(=O)OCC(=O)NC1CCS(=O)(=O)C1 (stereo not drawn)
[40] Nc1ncnc2c1ncn2[C@@H]1O[C@H](CN2CCCS2(=O)=O)[C@@H](O)[C@H]1O
[41] Cc1cccc(NCc2ccc(N(C)C)cc2)n1
[42] Cc1ccc(/C=N/n2c(C)cc(C)c(C#N)c2=O)cc1
[43] CCS(=O)(=O)N1CCC(C(=O)Oc2ccc(C(=O)OC)cc2)CC1

compound no.	36	37	38	39	40	41	42	43
Scp1 inh	-16	8	5	1	1	-5	-1	1
SKN-1 block	3	19	-10	-15	10	6	-4	0
Tb MetRS inh	-0.6	-0.2	-1.0	-0.9	-0.9	-0.7	-0.3	0.0
DNMT1 inh	-18	5	1	0	6	60*	-2	-2
SUMO1-SIM PPI	-14	6	-1	1	0	-1	2	-3
LMPTP block	3.3	-1.3	-1.5	-0.2	-2.9	-0.4	-0.6	0.4
NRP1-CendR mod	12	1	13	12	0	-7	7	7
NadD inh	-5	2	-2	-8	-1	-7	4	6
Neddylation inh	i	i	i	i	i	i	i	i
STEP block	4	-1	-2	-1	-1	-2	-4	-1

[44] CCOC(=O)C(=O)N1CCC(C(=O)OCC)CC1

compound no.	44
Scp1 inh	11
SKN-1 block	3
Tb MetRS inh	-0.5
DNMT1 inh	2
SUMO1-SIM PPI	2
LMPTP block	-1.5
NRP1-CendR mod	1
NadD inh	-3
Neddylation inh	i
STEP block	0

Compound activity as filed in PubChem.
